TRPC6 inhibitor: mouse TRPC6 channel inhibitors, primary screen, cell-based, HEK293, membrane potential dye. Short transient receptor potential channel 6 (Mus musculus), Q61143. ACh-evoked depolarization; stronger effect = lower value. B-score at 10 µM. 310,000 compounds, 1.1% hits. AID 2553, 2010;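 active = B-score under library mean minus 3 SD, initial fluorescence not abnormally high, positive integrated signal ratio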;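 note: B-score derived from integrated fluorescence ratio over the kinetic read; more negative B-score means stronger inhibition of depolarization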
IEC-6 cytotox: cytotoxicity in IEC-6 intestinal epithelial cells, primary screen, cytotoxicity control for KLF5 inhibitor project, cell-based, luminescence. IEC-6 cytotoxicity, luminescence viability. inhibition, % at 5 µM. 290,000 compounds, 0.78% hits; in the data active = inhibition above about 22%;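 note: 0% = plate median of test compound wells and 100% = cytotoxic reference compound wells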
MrgX1 antag: antagonists of human MrgX1 receptor, primary screen, HEK293 cells, Fluo-4 calcium flux; Mas-related G-protein coupled receptor member X1 (Homo sapiens), Q96LB2; BAM8-22 antagonism; stronger effect = lower value; B-score at 10 µM; 310,000 compounds, 1.3% hits; AID 588676, 2011;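 active = calcium-response B-score plate-corrected more than 3 library SD below zero, starting fluorescence within 5 deviations, no agonist response on first addition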;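 note: peak minus trough fluorescence over baseline after final BAM8-22 challenge near maximal dose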
HIF activator: HIF pathway transcriptional activators, primary screen, cell-based, U2OS HRE-luciferase, luminescence. activation, % at 7.5 µM (by protocol). 300,000 compounds, 0.32% hits. U2OS HRE-luciferase reporter; normalized: DMSO 0%, desferrioxamine 100%;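 active = mean activation of at least 10% of the iron chelator positive control signal, with at least half of replicates also reaching 10%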
TRPC4 act: activators of mouse TRPC4 channel, primary screen, Fluo4 calcium, HEK293 TRPC4beta/mu-opioid cells | Short transient receptor potential channel 4 (Mus musculus), Q9QUQ5 | Fluo4 calcium fluorescence; stronger effect = higher value | B-score at 10 µM | 310,000 compounds, 0.49% hits | AID 2237, 2010;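 active = B-score above 5 SD of library B-scores, and initial fluorescence ratio not above library mean plus 5 SD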;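 note: positive B-score marks a calcium rise read as TRPC4 activation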
Target sequence (Q9QUQ5 whole entry, looked up): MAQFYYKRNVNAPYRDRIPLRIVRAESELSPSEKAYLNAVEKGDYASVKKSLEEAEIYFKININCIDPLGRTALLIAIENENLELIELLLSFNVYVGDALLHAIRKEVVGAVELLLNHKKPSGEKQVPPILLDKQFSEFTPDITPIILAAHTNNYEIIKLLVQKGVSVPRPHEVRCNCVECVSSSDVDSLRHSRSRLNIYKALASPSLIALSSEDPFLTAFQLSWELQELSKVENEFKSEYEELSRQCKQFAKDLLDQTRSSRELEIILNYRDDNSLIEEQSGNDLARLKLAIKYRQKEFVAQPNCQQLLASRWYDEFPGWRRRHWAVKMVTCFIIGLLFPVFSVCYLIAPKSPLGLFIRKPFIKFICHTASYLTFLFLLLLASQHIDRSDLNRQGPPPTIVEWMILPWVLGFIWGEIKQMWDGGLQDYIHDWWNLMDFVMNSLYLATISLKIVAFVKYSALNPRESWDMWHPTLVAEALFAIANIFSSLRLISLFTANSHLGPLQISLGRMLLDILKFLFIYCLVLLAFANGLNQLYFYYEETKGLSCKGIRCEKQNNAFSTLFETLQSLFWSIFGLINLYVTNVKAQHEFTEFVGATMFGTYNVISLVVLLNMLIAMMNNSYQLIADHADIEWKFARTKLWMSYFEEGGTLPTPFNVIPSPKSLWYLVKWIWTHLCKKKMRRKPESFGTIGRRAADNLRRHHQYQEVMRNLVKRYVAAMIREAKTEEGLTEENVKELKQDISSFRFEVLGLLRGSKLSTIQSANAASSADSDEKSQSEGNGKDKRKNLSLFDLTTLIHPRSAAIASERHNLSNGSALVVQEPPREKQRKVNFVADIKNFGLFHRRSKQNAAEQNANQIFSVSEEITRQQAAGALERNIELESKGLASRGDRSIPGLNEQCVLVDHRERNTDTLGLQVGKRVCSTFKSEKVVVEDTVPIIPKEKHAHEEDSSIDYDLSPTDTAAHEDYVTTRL
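Material: HEK293 stable line with TRPC4beta plus mu-opioid receptor; technique: Fluo4 calcium-sensitive dye fluorescence, kinetic, 1 Hz baseline; timing: Fluo4 dye loading 45 min at room temperature, 110 s recording; controls: assay buffer as low control, maximal DAMGO as high control; read-out: integrated baseline-normalised fluorescence ratio, converted to per-well B score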
SKKanGAS inh: S. pyogenes SKKanGAS growth inhibitors in kanamycin, primary screen, streptokinase expression inhibitor project, SKKanGAS strain, BacTiter-Glo luminescence; 6 h; inhibition, % at 7.5 µM; 300,000 compounds, 1.3% hits; AID 1662, 2009;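 active = mean replicate score, as percent of positive control median, at least 50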;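 note: strain carries kanamycin resistance gene driven by streptokinase promoter and grows in 40 µg/ml kanamycin; loss of luminescence reflects streptokinase promoter inhibition or plain growth inhibition; 0% = median of DMSO wells and 100% = positive control at its reference dose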
aSyn UTR inh: MLPCN primary screen, SNCA 5' untranslated region | alpha-synuclein 5'UTR reporter, inhibitor activity | inhibition, % (tested at 7.5 µM) | 300,000 compounds, 0.82% hits | AID 1813, 2009; in the data active = inhibition above about 60%;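 note: H4 neuroglioblastoma cells stably carrying SNCA 5'UTR luciferase fusion; 0% = DMSO wells and 100% = positive control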
TRPC4 PAM: positive allosteric modulators of TRPC4, primary screen, cell-based, mouse TRPC4beta, HEK293 mu-opioid, Fluo-4 calcium; Short transient receptor potential channel 4 (Mus musculus), Q9QUQ5; DAMGO EC20, Fluo-4 Ca2+ flux; stronger effect = higher value; B-score at 10 µM; 310,000 compounds, 0.42% hits;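 active = B-score of calcium response area above 5 SD of library B-scores, with initial fluorescence ratio within 5 SD of library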;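 note: B-score of integrated fluorescence ratio over time as area under calcium response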
TRPC6 activator: mouse TRPC6 channel activators, primary screen, cell-based, HEK293, membrane potential dye | 310,000 compounds, 0.13% hits | AID 2550, 2010 | Short transient receptor potential channel 6 (Mus musculus), Q61143 | B-score at 10 µM | HEK293-TRPC6 membrane potential dye fluorescence; stronger effect = higher value;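 active = B-score of the integrated fluorescence ratio above library mean plus 3 SD, and starting fluorescence ratio within library mean plus 5 SD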;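 note: higher score means more depolarization so channel activation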
KLF5 inh: KLF5 expression inhibitors, primary screen, DLD-1 cells, luminescence | DLD-1 KLF5 promoter-luciferase reporter | inhibition, % at 5 µM | 290,000 compounds, 0.23% hits | AID 1700, 2009;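 active = inhibition above a per-plate limit of that plate's mean compound inhibition plus 3 SD, cut at about 60% in these data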;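 note: 0% = DMSO wells and 100% = LY294002 at 200 µM; higher means less KLF5 promoter-driven luciferase light; inactives centre near -14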
TRPC4 inh: inhibitors of mouse TRPC4 channel, primary screen, Fluo4 calcium, HEK293 TRPC4beta/mu-opioid cells; Short transient receptor potential channel 4 (Mus musculus), Q9QUQ5; DAMGO-evoked Fluo4 calcium flux; stronger effect = lower value; B-score at 10 µM; 300,000 compounds, 0.39% hits;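 active = B-score over 3 SD under the library average, no early fluorescence shift, positive overall ratio signal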
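Assay system: Stable TRPC4beta/mu-opioid receptor HEK293 cells | Reagent: DAMGO in two steps, submaximal then maximal | Compound dosing: Single concentration per test compound | Signal: Fluo4 Ca2+ flux fluorescence | Evaluation: Per-well B score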
Numbers without * were called inactive; i = inactive; / = not tested or not shown.

smiles,TRPC6 inhibitor,IEC-6 cytotox,MrgX1 antag,HIF activator,TRPC4 act,SKKanGAS inh,aSyn UTR inh,TRPC4 PAM,TRPC6 activator,KLF5 inh,TRPC4 inh
CN(C)S(=O)(=O)c1ccc(NC(=O)c2cc(F)c(F)cc2Cl)cc1,i,3.8,i,-0.2,i,-5.2,-18.4,i,i,-27.2,i
CCO[C@@H]1OC(C(=O)NC2CC2)=C[C@H](C2CCCCC2)[C@H]1CCCO,i,/,i,0.2,i,-1.5,26.9,i,i,/,i
O=C(Nc1ccccc1)C1=C(N2CCOCC2)/C(=C/c2cccnc2)CC1,i,-4.2,i,0.2,i,-0.1,-47.1,i,i,-4.8,i
C=CCn1c2ccccc2c2nnc(SCC(=O)O)nc21,i,-5.3,i,-20.1,i,3.9,19.1,i,i,-1.5,i
COc1ccc(N2CCN(C(=O)C3CC(=O)N(c4ccc(C)cc4)C3)CC2)cc1 (stereo not drawn),i,-0.3,i,-0.5,i,-1.2,12.2,i,i,-15.7,i
NC(=O)NC(=O)C[n+]1cccc(/C=N/O)c1,i,7.6,i,-0.2,i,7.6,-10.8,i,i,19.1,i
COc1ccc(CN(CC(=O)NC2CCCC2)C(=O)c2csnn2)cc1,i,1.5,i,0.3,i,1.6,13.1,i,i,-22.5,i
CCOC(=O)Cc1cc(=O)n2[nH]c(C)c(-c3ccccc3OC)c2n1,i,-2.6,i,-0.3,i,4.1,-8.0,i,i,-11.5,i
CC(=O)N1CN(Cc2ccccn2)Cc2c1sc1c2CCCC1,i,3.9,i,0.1,i,-14.3,-36.3,i,i,7.0,i
C=C(C)c1cccc(C(C)(C)NC(=O)NC2CCN(Cc3ccccc3)CC2)c1,i,-8.5,i,-0.7,i,7.5,12.5,i,i,-17.1,i
CCN(CC)S(=O)(=O)c1ccc(/C=C/C(=O)Nc2cccc(F)c2)cc1,i,3.5,i,-0.8,i,4.7,-83.0,i,i,-63.6,i
COC(=O)C1C(=O)/C(=C(/C)N2CCCC2)C(=O)CC1(C)C (stereo not drawn),i,-4.8,i,-0.5,i,-6.1,9.0,i,i,-23.4,i
O=C(CN1CCN(C(=O)c2ccco2)CC1)Nc1ccccc1,i,-9.1,i,0.1,i,10.4,19.4,i,i,-40.8,i
COc1nc(NCc2cccnc2)nc(NC2CCCCC2)n1,i,-2.8,i,1.7,i,-10.8,-45.8,i,i,-17.1,i
CN(CCc1cn[nH]c1)C(=O)CC1C(=O)NCCN1Cc1ccccc1C(F)(F)F (stereo not drawn),i,4.8,i,0.1,i,-1.0,-9.7,i,i,-4.4,i
COc1cccc(CN(C(=O)c2ccccc2Br)C2CCS(=O)(=O)C2)c1 (stereo not drawn),i,2.2,i,0.2,i,-0.9,3.7,i,i,-26.8,i
NS(=O)(=O)c1ccc(NC(=S)NCc2ccco2)cc1,i,-0.2,i,-0.2,i,0.6,-27.3,i,i,-21.2,i
Nn1c(SCc2ccccc2)nnc1-c1ccco1,i,-6.4,-5.69*,1.7,i,2.7,-43.6,i,i,-44.1,i
CCOc1ccc2ccccc2c1CNc1nnnn1C,i,-5.9,i,-0.3,i,-3.4,0.7,i,i,-12.1,i
COc1cccc(NC(=S)N(CCCN2CCC(C)CC2)Cc2cccs2)c1,i,8.2,i,2.2,i,3.4,-42.5,i,i,-1.9,i
CCCn1cc(S(=O)(=O)CC(=O)Nc2ccc(OC)cc2OC)c2ccccc21,i,-1.9,i,-0.7,i,9.9,29.3,i,i,-18.3,i
Cc1noc2ncnc(Oc3ccc(F)cc3)c12,i,-1.5,i,-0.6,i,4.0,-7.4,i,i,-5.5,i
Cc1ccc(Cl)cc1NC(=O)C1C2CCC(O2)C1C(=O)O (stereo not drawn),i,-5.8,i,-1.5,i,-0.6,-4.7,i,i,-7.8,i
Cc1cc(-n2cccn2)ccc1CN1CCN(C2CCCC2)C(CCO)C1 (stereo not drawn),-9.67*,1.0,i,-0.2,i,-1.1,-35.1,i,i,-27.6,i
CCOC(=O)NC(=O)COC(=O)c1ccc(Sc2ncn[nH]2)c([N+](=O)[O-])c1,i,3.9,i,-0.4,i,-15.0,-10.5,i,i,-26.9,i
O=C(COc1ccc(C(=O)NCc2cccnc2)cc1)Nc1cccc(C(F)(F)F)c1,i,/,i,-2.7,i,-13.4,2.7,i,i,/,i
Cc1ccc(N=Nc2c(O)n(CN3CCOCC3)c3ccccc23)cc1,i,7.7,i,3.8,i,0.5,-115.5,i,i,-54.1,i
COc1ccc(CCNC(=O)CCCCCNc2nc(=S)[nH]c3ccccc23)cc1OC,i,1.8,i,-0.5,i,-13.5,-1.5,i,i,-10.0,i
CCOC(=O)/C(=C/c1c[nH]c2ccccc12)NC(C)=O,i,-5.0,i,0.0,i,0.4,-23.7,i,i,-20.5,i
Cc1c(C(=O)NCc2ccc3c(c2)OCO3)cccc1[N+](=O)[O-],i,-3.0,i,-0.4,i,20.5,-1.4,i,i,-32.9,i
CN(C)S(=O)(=O)Oc1cccc(C(=O)Nc2ccc(Cl)cc2)c1,i,13.7,i,2.8,i,-15.2,-129.3,i,i,-105.2,i
COc1cc(C=C2C(=O)OC(C)(C)OC2=O)ccc1OCC(=O)Nc1ccccc1,i,1.7,i,1.1,i,3.3,-122.8,i,i,-39.8,i
c1ccc(C2CCC3(CC2)Oc2ccccc2C2CC(c4cccnc4)=NN23)cc1 (stereo not drawn),i,-11.1,i,1.1,i,7.3,-85.6,i,i,-12.8,i
C/C(CC(=O)Nc1cccc(Cl)c1Cl)=N\NC(=O)C(=O)NC1CCCCC1,i,4.5,i,0.0,i,0.9,6.4,i,i,-15.5,i
COc1ccccc1N1CCN(S(=O)(=O)c2c(C)ccc3nsnc23)CC1,i,-4.5,i,0.5,i,-8.6,16.3,i,i,-17.3,i
Cc1ccc(Sc2cnc(N)nc2C)cc1,i,-6.5,i,0.5,i,6.6,25.7,i,i,5.0,i
CCCc1nnc(NC(=O)C23CC4CC(CC(C4)C2)C3)s1,i,-31.1,i,-20.3,i,2.4,-117.6,i,i,-38.7,i
COc1cc(/C=N/NC(=O)CCc2n[nH]c(=O)[nH]c2=O)cc(OC)c1OC,i,-8.9,i,0.3,i,-1.7,22.3,i,i,15.1,i
Cc1ccc(-c2nnn(CC(=O)N(CC(=O)NC3CCCC3)c3ccc(F)cc3)n2)o1,i,4.5,i,-0.9,i,0.5,7.4,i,i,12.0,i
c1ccc(-n2c(-c3ccncc3)nnc2-c2ccco2)cc1,i,2.9,i,0.4,i,-12.6,30.6,i,i,-5.8,i
Cn1c2ccccc2c2cc(C(=O)N3CCOCC3)sc21,i,14.7,i,0.3,i,-2.4,-11.5,i,i,65.7*,i
CC(c1nccs1)N(C)c1nc2nonc2nc1NC1CC1 (stereo not drawn),i,6.1,i,-0.5,i,-19.9,18.6,i,i,-14.2,i
CC(CN1CCCCC1)c1ccccc1 (stereo not drawn),i,-1.2,i,-1.2,i,1.1,0.5,i,i,-45.3,i
Cc1ccccc1NC(=O)c1sc2nc3c(c(-c4ccco4)c2c1N)CCCC3,i,-23.4,i,-0.5,i,0.3,-11.5,i,i,-1.7,i
CC(C)(C)OC(=O)NCCCC[C@H](NC(=O)c1[nH]cnc1C(=O)Nc1ccc(Cl)cc1)C(=O)OC(C)(C)C,i,/,i,-0.2,i,56.6*,14.3,i,i,/,/
c1ccc(COc2ccc(CN3CCN(c4ccccn4)CC3)cc2)cc1,i,0.4,i,1.9,i,-3.9,-55.7,i,i,-88.1,i
COC(CNC(=O)c1cn(C)c2ccc(S(=O)(=O)N(C)C3CCCCC3)cc2c1=O)OC,i,21.3,i,-0.5,i,6.2,-10.2,i,i,4.1,i
C#Cc1ccc([C@@H]2C=C(C(=O)N3CCOCC3)O[C@H](OCc3ccc(CO)cc3)C2)cc1,i,/,i,2.2,i,0.6,-17.9,i,i,/,i
CCOc1ccccc1NC(=O)N1C2CCCC1CC(NC(=O)C1CC1)C2 (stereo not drawn),i,-3.6,i,-0.3,i,-2.7,-4.0,i,i,-20.9,i
COC(=O)C1=C(N)OC2=C(C(=O)CC(C)(C)C2)C1c1ccccc1OCC#N (stereo not drawn),i,5.9,i,0.0,i,-3.2,-43.1,i,i,-41.7,i
COc1cc(CCC(=O)OCC(=O)Nc2c(F)cccc2F)cc(OC)c1OC,i,1.7,i,0.4,i,-4.2,-4.5,i,i,-17.4,i
CCCCN(C1CCS(=O)(=O)C1)S(=O)(=O)c1cc(C)ccc1C (stereo not drawn),i,/,i,-5.0,i,-2.4,14.2,i,i,/,i
COc1ccc(CNC(=O)C2CC(=O)N(C3CCCCC3)C2)cc1 (stereo not drawn),i,5.3,i,1.0,i,-7.6,-2.5,i,i,-17.5,i
COc1cc(CN2CCCC(N3CCN(c4ccccc4C)CC3)C2)ccc1O (stereo not drawn),i,-1.9,i,1.8,i,4.2,-23.7,i,i,2.4,i
CC(=O)Nc1ccc(-c2nnn(CC(=O)c3ccccc3)n2)cc1Cl,i,2.0,i,0.3,i,-0.8,-1.5,i,i,-7.9,i
Cc1ccc(-n2ncc3c(=O)[nH]c(SCC(=O)N4CCOCC4)nc32)cc1,i,0.5,i,-0.3,i,4.8,11.8,i,i,-31.0,i
O=CN(CCN(C=O)CN1CCCCC1)CN1CCCCC1,i,5.6,i,-0.1,i,1.6,-7.3,i,i,16.0,i

Screens as filed in PubChem BioAssay.
